# JMJD2A Tudor – qHTS Assay for Inhibitors of JMJD2A-Tudor Domain | Potency, µM (highest dose often 114 µM), for inactives: top-dose activity change, negative = inhibition, actives largely listed as inhibitors | 4.4% of 390,000 active | AlphaScreen JMJD2A-Tudor / H3K4me3 peptide binding | Lysine-specific demethylase 4A (Homo sapiens), O75164; note: potency is the fitted concentration of half-maximal effect; % is set by controls: 0 for no effect and ±100 for the full control effect; nearly all actives have a fitted effect of over 50% in size
# Pol eta inh – qHTS for Inhibitors of Polymerase Eta; DNA polymerase eta (Homo sapiens), Q9Y253; recombinant Pol eta, fluorescent DNA replication assay; Potency, µM (top dose mostly 114 µM), inactives show at the highest dose activity change, negative = inhibition, usual class: inhibitors; 1.2% of 390,000 active; AID 588591, 2011; note: potency is the fitted concentration of half-maximal effect; % is set by controls: 0 for no effect and ±100 for the full control effect
#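 Fluorescent replication assay: 50 nM final substrate added after a 15 min room-temperature compound preincubation with 10 nM enzyme. Signal taken at 0 min and again at 10 min.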
# G9a block – qHTS Assay for Inhibitors of Histone Lysine Methyltransferase G9a; Histone-lysine N-methyltransferase EHMT2 (Homo sapiens), Q96KQ7; G9a H3K9 monomethylation, AlphaScreen, 2 h; Potency, µM (highest dose often 102 µM), for the others: top-dose activity, negative = inhibition, most hits filed as inhibitors; 8.8% of 350,000 active; AID 504332, 2011; note: potency is the fitted concentration of half-maximal effect; % is set by controls: 0 for no effect and ±100 for the full control effect; nearly all actives have a fitted effect of over 75% in size
#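 Chemiluminescent proximity detection of H3K9 monomethylation, read after 10 min bead incubation in the dark. Reaction: 20 nM G9a, 500 nM biotin-H3K9 peptide, 20 uM SAM cofactor, 2 h, room temperature, following 15 min enzyme-compound preincubation.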
# PI4K2A block – qHTS for small molecular inhibitors of PI4K2A | Phosphatidylinositol 4-kinase type 2-alpha (Homo sapiens), Q9BTU6 | purified PI4K2A, ADP-Glo luminescence, 1 h; stronger effect = lower value | activity change, negative = inhibition, % at 76.9 µM | 0.13% of 420,000 active; in the data active = activity change below about -50%; inconclusive = mostly about -30% to -49%;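 note: -100% = wells without enzyme as full effect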
# Target sequence (Q9BTU6 whole entry, looked up): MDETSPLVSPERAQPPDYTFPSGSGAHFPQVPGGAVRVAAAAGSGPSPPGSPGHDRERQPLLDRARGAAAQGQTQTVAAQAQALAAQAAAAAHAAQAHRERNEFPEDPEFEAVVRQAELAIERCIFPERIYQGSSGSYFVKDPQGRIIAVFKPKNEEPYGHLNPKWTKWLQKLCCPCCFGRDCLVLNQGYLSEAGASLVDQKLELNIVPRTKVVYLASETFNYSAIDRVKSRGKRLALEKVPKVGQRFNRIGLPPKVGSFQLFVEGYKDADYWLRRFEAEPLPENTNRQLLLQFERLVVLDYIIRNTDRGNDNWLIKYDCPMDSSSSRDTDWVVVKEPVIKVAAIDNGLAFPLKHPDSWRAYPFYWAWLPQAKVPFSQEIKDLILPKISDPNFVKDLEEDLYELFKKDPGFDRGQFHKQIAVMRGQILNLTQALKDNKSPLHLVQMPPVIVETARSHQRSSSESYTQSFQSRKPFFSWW
#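 In this quantitative HTS, ADP production by PI4K2A was quantified luminescently after 1 h at ambient temperature; 100 microM adenosine served as plate-quality control.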
# PGK inhibitor – qHTS Assay to Find Inhibitors of Phosphoglycerate Kinase; Phosphoglycerate kinase, glycosomal (Trypanosoma brucei brucei), P07378; PGK/GAPDH coupled, Kinase-Glo luminescence, 60 min; Potency, µM (titrated, usually from 57.5 µM), inactives show at the highest dose activity change, negative = inhibition, most hits filed as inhibitors; 0.043% of 380,000 active; AID 602233, 2012; note: potency is the fitted concentration of half-maximal effect; % is set by controls: 0 for no effect and ±100 for the full control effect; nearly all actives have a fitted effect of over 60% in size
# Target sequence (P07378 whole entry, looked up): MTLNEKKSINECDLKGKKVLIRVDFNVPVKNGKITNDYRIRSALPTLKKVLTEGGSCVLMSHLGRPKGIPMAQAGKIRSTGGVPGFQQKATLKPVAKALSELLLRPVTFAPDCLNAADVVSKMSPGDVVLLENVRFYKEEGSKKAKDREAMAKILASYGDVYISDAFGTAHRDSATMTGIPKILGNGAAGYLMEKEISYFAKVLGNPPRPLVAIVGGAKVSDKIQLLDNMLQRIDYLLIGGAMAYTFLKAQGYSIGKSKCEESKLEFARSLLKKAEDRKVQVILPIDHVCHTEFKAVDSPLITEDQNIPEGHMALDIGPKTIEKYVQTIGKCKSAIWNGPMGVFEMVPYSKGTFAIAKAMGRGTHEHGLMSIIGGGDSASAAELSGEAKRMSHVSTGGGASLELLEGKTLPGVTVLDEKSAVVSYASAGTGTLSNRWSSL
#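 Recombinant glycosomal PGK reaction used 1,3-bisphosphoglycerate generated in-well by GAPDH (100nM final) in 100mM TEA pH 7.6, 5mM MgCl2, 0.01% Tween-20. After 60 minutes at room temperature, ATP was read by Kinase-Glo Plus luminescence end-point.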
# GLS inhibitor – qHTS for Inhibitors of Glutaminase (GLS); Glutaminase kidney isoform, mitochondrial (Homo sapiens), O94925; GLS enzymatic activity, qHTS titration; Potency, µM (doses to about 45.5 µM), for inactives: at the top dose activity change, negative = inhibition, usual class: inhibitors; 0.21% of 410,000 active; AID 624170, 2012; note: potency is the fitted concentration of half-maximal effect; % is set by controls: 0 for no effect and ±100 for the full control effect
#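 hKGA; 45 mM KH2PO4 pH 8.2 + 0.02% Tween-20; cpd via pin tool; 1 mM Gln soln; GluOx/HRP/Amplex Red; RT 30 min; fluor. t0 & final.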
# HP1b binding inh – HTS for Inhibitors of HP1-beta Chromodomain Interactions with Methylated Histone Tails. Chromobox protein homolog 1 (Homo sapiens), P83916. AlphaScreen HP1-beta / biotin-H3K9me3 peptide binding. Potency, µM (doses to about 114 µM), inactives show at the top dose activity change, negative = inhibition, hits mostly inhibitors. 0.56% of 390,000 active; note: potency is the fitted concentration of half-maximal effect; nearly all actives have a fitted effect of over 70% in size; inactives centre near 23
#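 HP1-beta protein (50 nM final) preincubated 30 min at room temperature with biotinylated H3(1-18)K9me3 peptide (50 nM) in PBS pH 7.4, 0.01% Tween-20, then compound added for 30 min. AlphaScreen streptavidin donor/nickel chelate acceptor beads (10 ug/mL final), 30 min dark, luminescence read.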
# BAZ2B inh – qHTS Assay for Inhibitors of BAZ2B | Bromodomain adjacent to zinc finger domain protein 2B (Homo sapiens), Q9UIF8 | AlphaScreen BAZ2B-H3K14Ac peptide displacement | Potency, µM (highest dose often 114 µM), without a hit: at the highest dose activity change, negative = inhibition, actives largely listed as inhibitors | 4.4% of 360,000 active | AID 504333, 2011; note: potency is the fitted concentration of half-maximal effect; % is set by controls: 0 for no effect and ±100 for the full control effect; nearly all actives have a fitted effect of over 60% in size
#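 AlphaScreen displacement of biotin-H3(5-23)K14Ac peptide (50 nM final) from BAZ2B (50 nM final) in PBS pH 7.4, 0.01% Tween-20; complex preformed 30 min RT, then compounds (top 110 uM) 30 min RT, beads 20 min dark.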
# Pin1 inh – qHTS Assay to Find Inhibitors of Pin1; Pin1 FP peptide displacement, HiFluor488, 10 min; 0.009% of 390,000 active; Peptidyl-prolyl cis-trans isomerase NIMA-interacting 1 (Homo sapiens), Q13526; Potency, µM (top dose mostly 115 µM), for inactives: at the top dose activity, negative = inhibition, usual class: inhibitors; active = well fitted inhibition curve with a large enough effect in the polarisation, with a control signal flat, not every such curve was filed as active; inconclusive = small, poorly fitted or top-dose-only effect, or effect the other way, or a change in a side signal; inactive = no such curve, though single readings can be large or run the other way; the % refers to the polarisation; note: potency is the fitted concentration of half-maximal effect; % is set by controls: 0 for no effect and ±100 for the full control effect
# Target sequence (Q13526 whole entry, looked up): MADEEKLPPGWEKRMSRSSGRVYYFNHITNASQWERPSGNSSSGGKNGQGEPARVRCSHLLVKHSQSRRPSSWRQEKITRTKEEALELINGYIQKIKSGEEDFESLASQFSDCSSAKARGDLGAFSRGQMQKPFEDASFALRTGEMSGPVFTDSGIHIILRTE
# * hit, by the source's call; i = inactive; ? = inconclusive; · = no result given; [ ] = remark or other dose. Unless noted, calls come from the whole dose curve; as a rule, active = well fitted curve in the direction sought with a large enough effect; inconclusive = small, poorly fitted or top-dose-only effect, or another doubt; inactive = no such curve, though single readings can be large; an effect the other way counts as inactive or inconclusive. The list is partial; count on the stated rates, not on these rows.
SMILES,JMJD2A Tudor,Pol eta inh,G9a block,PI4K2A block,PGK inhibitor,GLS inhibitor,HP1b binding inh,BAZ2B inh,Pin1 inh
O=C(COc1ccccc1Cl)NCc1ccccc1,-1%,-21%,-4%,7,-9%,-8%,32%,-2%,3%
COc1cccc(C(=O)N2c3nc(-c4ccco4)nn3C3(CCCCC3)[C@@H]3CCCC[C@@H]32)c1,-24%,-18%,18µM*,2,-9%,1%,22%,?,23%
CC(C)(C)OC(=O)NCCCCCc1nnc(SCc2ccc(F)cc2)o1,26%,-15%,·,4,-20%,0%,56%[activator],8%,1%
CCCn1c(CC)nc([N+](=O)[O-])c1S(=O)(=O)c1ccccc1,-10%,-3%,16%[59 µM],33,1%,-3%,41%,-2%,-1%
CCCCOP(=O)(OCCCC)C(Nc1ccccc1)c1ccc2c(c1)OCO2 (stereo not given),-7%,-22%,29%[59 µM],-4,-1%,1%,36%,-4%,2%
Cc1ccc2c(CN3CC(C)CC(C)C3)cc(=O)oc2c1 (stereo not given),3%,-19%,5%,0,i,-6%,53%[activator],14%,-14%
CCOC(=O)C1(CC)NC(c2cccc(F)c2)C2C(=O)N(CC)C(=O)C21 (stereo not given),-12%[57.1 µM],-2%,14%[59 µM],8,-4%,-10%,10%,3%,13%
COc1cc(-c2[nH]ncc2CN2CCN(c3cccc(C)n3)CC2)cc(OC)c1OC,-28%,-11%,?,2,10%,8%,12%,-25%,9%
Cc1cccc(C)c1NC(=O)NC1CCc2ccccc21 (stereo not given),-15%,-17%,23%,3,-5%,-1%,17%,0%,-5%
COc1ccc(-c2nnc(Nc3ccc(OC)c(C(=O)N4CCCCC4)c3)c3ccccc23)cc1,-31%,?,-7%[59 µM],-3,i,-5%,11%,-24%,-1%
CCn1ncc(-c2cc(C(=O)O)no2)c1C,1%,6%,-2%,1,-9%,0%,16%[57 µM],-17%,6%
COc1cccc(C(C#N)N2N=C(C)CC2(C)C)c1O (stereo not given),-22%,-4%,27%[12.7 µM],-2,·,52%[activator],37%,?,-8%
CCOC(=O)C1CCN(C(=O)CC(C)c2ccccc2)CC1 (stereo not given),28µM*,4%,7%[59 µM],0,0%,5%,?,-24%,5%
Cc1csc(C(C)NC(=O)c2ccc(OC3CCN(CCc4ccccc4)CC3)cc2)n1 (stereo not given),-29%,-3%,-7%,2,5%,9%,11%,-23%,-25%
O=C(CSc1nnc(C2COc3ccccc3O2)o1)N1CCCc2ccccc21 (stereo not given),-6%,-17%,3%[12.7 µM],1,-1%,1%,24%,-4%,2%
COc1ccc([N+](=O)[O-])cc1NC(=O)C(C)OC(=O)c1cccnc1 (stereo not given),-3%,-13%,14%,12,i,-10%,38%,-13%,6%
O=C(COC(=O)/C=C/c1ccccc1Cl)NCC1CCCO1 (stereo not given),-3%,-11%,·,-3,i,10%,25%,·,-3%
Cc1ccc(-c2nc(CN(CC3CCC3)CC3CCCO3)c(C)o2)s1 (stereo not given),-10%,-8%,-32%,-2,i,2%,30%,-23%,4%
COc1ccccc1C(=O)N(Cc1nc(-c2cccc(C)c2)no1)C(C)C,-8%,-21%,-4%[59 µM],-3,7%,-2%,19%,-9%,-6%
Cc1c2c(n3c(nc4ccccc43)c1C#N)N(CCN(C)C)CC2,7%,-15%,·,12,-3%,17%,53%[activator],6%,-2%
O=C(/C=C/c1ccccc1)NC(=S)NNC(=O)c1ccco1,-5%,-12%,10µM*,2,-4%,32%[activator],15%,-1%,·
CS(=O)(=O)N1CCC(Oc2ccccc2C(=O)NC2CCOC2)CC1 (stereo not given),-15%,-17%,5%,0,i,-5%,36%,-12%,-15%
CCOC(=O)c1c(C)[nH]c(C)c1S(=O)(=O)N1CCC(C(=O)NCc2ccc(F)cc2)CC1,-13%,-4%,-29%[59 µM],0,4%,-8%,29%,-11%,-2%
COc1ccc(OC)c(C2C3=C(CCCC3=O)Nc3nnnn32)c1 (stereo not given),-14%,-9%,33%[59 µM],5,i,-12%,24%,-17%,-5%
Cc1cc(C(=O)OCC(=O)Nc2ccc(F)cc2[N+](=O)[O-])c2ccccc2n1,-10%,-19%,0%,2,4%,1%,42%[activator],6%,2%

# Part of the list above in a different format.
molecule | JMJD2A Tudor | Pol eta inh | G9a block | PI4K2A block | PGK inhibitor | GLS inhibitor | HP1b binding inh | BAZ2B inh | Pin1 inh
COc1ccc([N+](=O)[O-])cc1NC(=O)C(C)OC(=O)c1cccnc1 (stereo not given) | -3% | -13% | 14% | 12 | i | -10% | 38% | -13% | 6%
O=C(COC(=O)/C=C/c1ccccc1Cl)NCC1CCCO1 (stereo not given) | -3% | -11% | · | -3 | i | 10% | 25% | · | -3%
Cc1ccc(-c2nc(CN(CC3CCC3)CC3CCCO3)c(C)o2)s1 (stereo not given) | -10% | -8% | -32% | -2 | i | 2% | 30% | -23% | 4%
COc1ccccc1C(=O)N(Cc1nc(-c2cccc(C)c2)no1)C(C)C | -8% | -21% | -4%[59 µM] | -3 | 7% | -2% | 19% | -9% | -6%

# Going on with the list.
SMILES,JMJD2A Tudor,Pol eta inh,G9a block,PI4K2A block,PGK inhibitor,GLS inhibitor,HP1b binding inh,BAZ2B inh,Pin1 inh
Cc1cc(NC(=O)CN2C(=O)C3CC=CCC3C2=O)no1 (stereo not given),-20%[57.1 µM],-4%,13%[59 µM],-6,1%,4%,60%[activator],5%,-5%
CN1CCN(CC(O)COc2ccc(C(=O)O)cc2)CC1 (stereo not given),-1%,-18%,-12%,1,-9%,5%,2%,4%,1%
Nn1c(SCC(=O)Nc2ccc3c(c2)OCO3)nncc1=O,3%,-8%,3%,0,-11%,-1%,65%[activator],13%,-4%
COc1ccccc1NC(=O)c1ccc(NS(=O)(=O)c2cccc3cccnc23)cc1,1%,-5%,0%[59 µM],7,-6%,13%,14%,-2%,32%[activator]
Cn1cc(CN2CCc3ccccc3C2)c2ccccc21,-36%,-19%,?,3,-1%,0%,9%,-8%,-3%
CCOc1ccc(NC(=O)COC(=O)CSCC(=O)Nc2ccc(C)cc2C)cc1,2%,-14%,0%[12.7 µM],-1,-4%,-2%,34%[activator],4%,-7%
CCn1cnc2sc(C(=O)Oc3cccc(C)c3)c(C)c2c1=O,-4%,-8%,-1%[59 µM],-6,-11%,-9%,12%,-10%,-1%
Cc1cccc(CC(=O)NCCN2CCOCC2)c1,-22%,-7%,16%,2,-1%,2%,55%[activator],-4%,1%
FC(F)(F)C(F)(F)c1nnc2ccc(-n3ccnc3)nn12,-8%,-18%,-36%,2,-1%,-7%,38%,-2%,-2%
CC(C)C(NC(=O)c1ccc(C(C)(C)C)cc1)C(=O)OCC(=O)NC(=O)Cc1ccccc1 (stereo not given),-20%,?,15%[59 µM],6,-10%,-11%,26%,3%,-1%
COc1ccc2c(c1)nc(SCC(=O)c1cccs1)n2C,79µM*,2%,45µM*,1,-5%[11.5 µM],10%,2%,-18%[57.1 µM],2%
Clc1ccc(/C=C/c2ncc3ccccn23)cc1,46%[activator],-21%,·,3,i,-8%,94%[activator],11%,18%
CCC(C)NC(=O)[C@H]1N2C(=O)c3c(ccc(OC)c3OC)C2SC1(C)C (stereo not given in full),?,-11%,14%,3,-10%,7%,53%[activator],4%,-2%
NNC(=O)c1oc2ccccc2c1-n1cccc1,-25%,-13%,-24%,-4,i,?,12%,-27%,0%
COc1ccc(-n2nc(C(=O)NCC(=O)NCCc3ccc(OC)c(OC)c3)c3ccccc3c2=O)cc1Cl,-21%,-2%,21%,-4,4%,12%,3%,1%,11%
O=S(=O)(c1ccc(Cl)cc1)c1nc(-c2ccccc2Br)oc1NCc1ccccc1,-33%,-12%,?,-9,-2%,-6%,5%,-34%,?
CCNc1nc(NCC)n2c(SCc3ccc(F)cc3)nnc2n1,-14%,2%,10µM*,5,-3%,9%,4%,8%,-3%
Cc1cc(OC(C)C(=O)NCCN2CCOCC2)c2c(C)cc(=O)oc2c1 (stereo not given),-17%,-17%,·,2,-4%,-14%,22%,-1%,-2%
COCCN1C(=O)c2ccc(C(=O)NCc3cccnc3)cc2C1=O,-17%,-16%,-2%[12.7 µM],-5,-6%,4%,7%,-32%,2%
O=C(c1nn2c(C(F)(F)F)cc(-c3ccccc3)nc2c1Cl)N1CCN2CCCC2C1 (stereo not given),-11%,-26%,·,0,-2%,5%,29%,-12%,1%
COc1ccc(-c2n[nH]c(=S)n2-c2ccccc2C)cc1OC,11µM*,-6%,7.9µM*,-8,-1%,-17%,33%,-20%,-2%
CC1(C)CC(=O)C(C2C3=C(CC(C)(C)CC3=O)OC3=C2C(=O)CC(C)(C)C3)=C(O)C1,-7%,3%,-42%,-4,-2%,-1%,24%,3%,0%
COc1ccc(CN(C(=O)/C=C/c2ccco2)C2CCS(=O)(=O)C2)cc1OC (stereo not given),-15%,5%,40µM*,-12,-3%,-6%,23%,?,2%
COc1ccc(OCC(=O)Nc2nnc(S(=O)(=O)N3CCc4ccccc43)s2)cc1,-10%,?,0%[59 µM],2,-11%,14%,32%,-23%,1%

# Assay outcomes from PubChem BioAssay.
